Screening results: PubChem BioAssay, several laboratories
ABHD4 inh = ABHD4 inhibitors, primary screen, biochemical, fluorescence polarization, mouse. 370,000 tested, 0.54% active. purified mABHD4, FP-Rh probe fluorescence polarization. inhibition, % at 8.92 µM;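 active = inhibition exceeding the mean over every tested compound plus 3 SD, cut at about 30% in these data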;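 note: 0% = plate median of compound wells and 100% = S159A mutant with DMSO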
Target sequence (Q8VD66 whole entry, looked up): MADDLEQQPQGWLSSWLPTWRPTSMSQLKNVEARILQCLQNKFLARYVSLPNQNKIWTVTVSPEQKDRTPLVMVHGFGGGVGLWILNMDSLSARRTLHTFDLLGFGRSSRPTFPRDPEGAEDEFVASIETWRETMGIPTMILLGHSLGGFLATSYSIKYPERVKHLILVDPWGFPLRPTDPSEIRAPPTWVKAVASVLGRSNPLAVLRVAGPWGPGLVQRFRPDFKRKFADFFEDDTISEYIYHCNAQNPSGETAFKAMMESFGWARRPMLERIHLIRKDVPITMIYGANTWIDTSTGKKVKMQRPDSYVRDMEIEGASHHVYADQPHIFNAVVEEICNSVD
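Test system: mouse ABHD4 enzyme, wild type. Reagent: FP-Rh fluorescent activity-based probe, added after compound pre-incubation. Timing: pre-incubation 45 min, probe exposure 60 min, at 25 °C. Technique: FP readout, ex 525 nm / em 598 nm. Benchmarks: high control S159A mutant with DMSO, low control median of compound wells.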
GC-B act = human GC-B receptor activators, primary screen, HEK293 GC-B cells, cGMP TR-FRET, EC30 CNP; 0% at EC30 CNP, 100% saturating CNP; activation, % at 10 µM; 370,000 tested, 0.11% active; AID 1920062, 2024;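 active = activation at 10 µM reaching about 35% in either raw or pattern-adjusted values, limit read from the data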
rCAG RNA binder = binders of r(CAG) RNA repeats, primary screen, biochemical, fluorescence; r(CAG) RNA repeat, TO-PRO-1 dye displacement fluorescence; inhibition, % at 3 µM; 370,000 tested, 1.3% active; AID 651821, 2012;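 active = inhibition above the plate cutoff, the mean of all test compounds on that plate plus 3 SD, cut at about 35% in these data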;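 note: 0% = DMSO alone and 100% = 100 µM mitoxantrone as full dye displacement; higher means more dye released from RNA so lower well fluorescence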
NR1D1 modulator = modulators of Rev-erb alpha DNA binding, primary screen, biochemical, FITC-DNA, fluorescence polarization, uHTS. Nuclear receptor subfamily 1 group D member 1 (Homo sapiens), P20393. Rev-erbα–FITC-DNA binding, 90 min. activity, % at 10 µM. 370,000 tested, 0.79% active. AID 1259318, 2017;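 active = activity above about 14%, limit read from the data; passing the limit was not always enough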;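 note: 0% = DMSO wells with 35 nM protein and 100% = DMSO wells with 750 nM protein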
Target sequence (P20393 whole entry, looked up): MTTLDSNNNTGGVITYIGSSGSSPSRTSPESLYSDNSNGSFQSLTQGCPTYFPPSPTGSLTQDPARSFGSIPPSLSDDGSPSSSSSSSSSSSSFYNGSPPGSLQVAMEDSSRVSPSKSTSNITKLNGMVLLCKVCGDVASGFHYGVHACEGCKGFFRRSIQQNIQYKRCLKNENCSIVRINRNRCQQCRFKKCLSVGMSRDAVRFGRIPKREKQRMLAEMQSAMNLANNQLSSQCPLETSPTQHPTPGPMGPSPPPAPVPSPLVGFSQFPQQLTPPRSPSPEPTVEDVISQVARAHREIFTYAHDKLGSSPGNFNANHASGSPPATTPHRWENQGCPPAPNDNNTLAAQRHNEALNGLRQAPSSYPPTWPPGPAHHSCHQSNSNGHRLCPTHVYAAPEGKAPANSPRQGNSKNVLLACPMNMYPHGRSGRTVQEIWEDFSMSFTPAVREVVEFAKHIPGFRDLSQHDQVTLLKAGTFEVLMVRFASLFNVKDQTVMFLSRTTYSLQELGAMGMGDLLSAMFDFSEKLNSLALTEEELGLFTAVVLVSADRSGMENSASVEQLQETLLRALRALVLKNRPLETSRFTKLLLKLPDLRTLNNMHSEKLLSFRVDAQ
SMARCA2 activ = SMARCA2 (BRM) function activators, primary screen, cell-based, luminescence, high throughput; MG213 cells, MMTV-luciferase reporter, dexamethasone, overnight; activation, % at 9.1 µM; 370,000 tested, 1% active; AID 652017, 2013; in the data active = activation above about 7.8%;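 note: 0% = vehicle wells and 100% = reference activator wells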
ASAP1 inh = inhibitors of human ASAP1 ArfGAP activity, primary screen, biochemical, fluorescence polarization; ASAP1-stimulated ARF1 GTP hydrolysis, GDP FP detection; Arf-GAP with SH3 domain, ANK repeat and PH domain-containing protein 1 (Homo sapiens), …; 360,000 tested, 0.19% active; inhibition, % at 16.5 µM; in the data active = inhibition above about 25%;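 note: 0% = vehicle with enzyme and substrate and 100% = no enzyme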
HTRA1 inhibitor = HTRA1 serine protease inhibitors, primary screen, biochemical, fluorescence polarization, HTS; Q92743; recombinant HTRA1, FP-rhodamine activity-based probe; inhibition, % at 5.96 µM; 340,000 tested, 0.5% active; AID 504803, 2011; in the data active = inhibition above about 36%;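 note: 0% = enzyme with DMSO and 100% = wells lacking enzyme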
PG9 Ab binder = binders of HIV-1 gp120 antibody PG9, primary screen, biochemical, TR-FRET; AID 624416, 2012; inhibition, % at 6.7 µM; 360,000 tested, 0.43% active; TR-FRET gp120-PG9 antibody binding; in the data active = inhibition above about 8.5%
ARFGAP1 inh = inhibitors of rat ARFGAP1 GAP activity, primary screen, biochemical, fluorescence polarization, GDP tracer; Arfgap1-stimulated ARF1 GTP hydrolysis, GDP FP detection; inhibition, % at 16.5 µM; 360,000 tested, 0.26% active; ADP-ribosylation factor GTPase-activating protein 1 (Rattus norvegicus), Q62848;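 active = inhibition above a per-plate limit, mean inhibition of low control wells plus 3 SD, cut at about 25% in these data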;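 note: 0% = DMSO wells with enzyme and 100% = wells lacking Arfgap1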
Target sequence (Q62848 1-136 limits assumed): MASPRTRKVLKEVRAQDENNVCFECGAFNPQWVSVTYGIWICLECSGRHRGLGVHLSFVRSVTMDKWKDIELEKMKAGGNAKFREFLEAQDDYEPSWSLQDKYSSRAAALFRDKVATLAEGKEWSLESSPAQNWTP
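Material: rat Arfgap1 GAP domain (His6, aa 1-136), purified enzyme. Also added: human ARF1(Δ1-17)-GTP substrate. Compound dosing: 16.5 µM single point, 1.26% DMSO. Timing: enzyme reaction 120 min at 25 °C after 20 min preincubation. Signal: GDP detection by fluorescence polarization. Read-out basis: percent inhibition of GAP-stimulated GDP formation, scaled between DMSO and no-Arfgap1 medians.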
GC-A act = GC-A stimulated cGMP production enhancers – HEK293 GC-A cells, cGMP TR-FRET, EC30 ANP, primary screen; 370,000 tested, 0.14% active; activation, % at 10 µM; 0% at EC30 ANP, 100% saturating ANP; in the data active = activation above about 40%
Active calls of the source: *; / = no result given.

SMILES	ABHD4 inh	GC-B act	rCAG RNA binder	NR1D1 modulator	SMARCA2 activ	ASAP1 inh	HTRA1 inhibitor	PG9 Ab binder	ARFGAP1 inh	GC-A act
COc1ccccc1CNC(=O)CCS(=O)(=O)c1ccc(Cl)cc1	4	1	-4	2	-1	12	-5	1.1	-8	2
CC[C@@H](CCCCCC#N)CCC(=O)N(c1ccccc1)c1ccccc1	-14	-23	2	-2	-6	/	/	/	/	-24
COc1ccc(-c2nn(CC(=O)N(C)C)c(=O)c3ccccc23)cc1	8	-1	-4	0	-2	8	3	0.7	-3	-2
COc1ccccc1NC(=O)CSc1nc2ccccc2c(=O)n1C	-8	3	-1	-1	-3	10	3	-1.6	0	-3
COC(=O)CC#C[C@@H](C)[C@H](NS(=O)(=O)c1ccc(C)cc1)C(C)(C)C	7	9	1	2	-5	1	/	-0.1	-2	-2
Cc1oc2c(cc(NS(=O)(=O)c3ccc(Cl)cc3)c3ccccc32)c1C(=O)O	14	0	26	-1	-1	6	-11	-1.2	-8	-2
O=C(CN(C(=O)c1csnn1)c1cccc(Cl)c1)NC1CCCC1	1	-4	-2	0	-2	-15	4	-0.2	4	-3
COc1cccc(C(C(=O)NC2CCCCC2)N(C(=O)CNC(=O)c2ccco2)c2cccnc2)c1 (stereo unspecified)	9	1	-2	-4	1	-9	2	-0.8	11	-1
CCCC(=O)Nc1ccc(Nc2ccccc2)cc1	7	1	-2	-9	0	-3	5	-3.4	2	1
CCN(CC(=O)NC(C)C)C(=O)C(CCSC)NC(=O)c1ccccc1OC (stereo unspecified)	3	0	-8	5	-1	-1	-5	0.0	6	-1
CSc1nnc(-c2ccncc2)n1/N=C/c1cn(-c2ccccc2)nc1-c1ccc(Cl)cc1	7	2	2	8	2	21	1	-0.7	11	0
COCCN(C(=O)COC(=O)/C=C/c1ccc2c(c1)OCO2)c1c(N)n(Cc2ccccc2)c(=O)[nH]c1=O	-4	-6	-1	0	0	-5	0	-1.2	-3	0
CC1CCCN(CC(=O)Nc2ccc(S(=O)(=O)N3CCCCCC3)cc2)C1 (stereo unspecified)	1	6	-6	1	-2	-12	-1	-1.2	8	2
C[C@@H](CN=[N+]=[N-])CN1CC[C@H](O)CCC1=O	3	2	-3	-2	1	3	-1	0.3	-4	-1
CCc1ccc(-c2cc(C)no2)cc1S(=O)(=O)N1CCC(C)CC1	-8	-4	-2	0	0	1	-21	0.7	4	-10
CCCCNC(=O)CSc1nc2ccsc2c(=O)n1CCCC(=O)NCCc1ccc(S(N)(=O)=O)cc1	3	1	-4	-1	2	4	0	-2.0	6	2
CCN(CC)C(=O)Oc1cc(=O)n(C)c2ccccc12	1	-3	1	0	-4	5	0	-1.0	3	-3
O=C(CSc1nnc(CNC(=O)c2cccs2)o1)Nc1ccc(F)cc1F	9	-1	-1	3	0	5	2	0.1	1	2
COc1ccc(-c2[nH]ncc2N=Nc2ccccc2)cc1	-18	12	6	1	2	-12	-32	1.7	11	2
Cc1ccc([N+](=O)[O-])cc1NC(=O)CN(C)CCOc1ccccc1	14	5	0	0	-1	7	-3	-1.5	16	0
COc1cc(/C=N/NC(=O)c2cccnc2)ccc1OC(=O)c1ccc([N+](=O)[O-])cc1	-5	4	-1	0	-2	-2	6	-2.4	-20	2
COC(=O)c1cc(C)[nH]c2c(C)cc3nc4ccccc4c3c12	-9	-12	19	9	-2	-1	-30	2.0	41*	-41
CSc1ccc(CN(C)C(=O)c2cc(=O)c3ccccc3o2)cc1	1	4	0	-5	-2	-2	-9	-0.4	4	-3
S=C(NC1CCCCC1)N1CCc2ccccc2C1	5	2	-6	3	2	3	-1	-1.5	-5	-4
COCCCNC(=O)/C(C#N)=C/c1c(N2CCN(C)CC2)nc2c(C)cccn2c1=O	5	-4	-4	1	0	0	8	1.2	1	2

The list continues:
SMILES	ABHD4 inh	GC-B act	rCAG RNA binder	NR1D1 modulator	SMARCA2 activ	ASAP1 inh	HTRA1 inhibitor	PG9 Ab binder	ARFGAP1 inh	GC-A act
Cc1nc(SCC(=O)Nc2cc(C)on2)c2c3c(sc2n1)CCCC3	4	9	2	27*	1	6	-19	0.4	8	7
CS(=O)(=O)N1N=C(c2cccs2)CC1c1ccc(F)cc1 (stereo unspecified)	-13	4	3	4	-3	5	-10	0.5	15	4
CN1C(=O)N(c2nnc(C(C)(C)C)s2)C(=O)C1c1ccccc1 (stereo unspecified)	0	4	-7	-4	-5	7	4	1.3	3	-2
COc1cc(NC(=O)c2ccccc2OCc2ccccc2)cc(OC)c1OC	-18	27	3	2	-1	24	-1	1.2	-8	19
Cc1ccc(S(=O)(=O)CCC(=O)NCc2ccc(Cl)cc2)cc1	-2	2	-2	2	0	-1	1	0.0	0	3
O=C(CN1CCN(Cc2ccccc2Cl)CC1)N/N=C/c1ccccn1	5	2	-3	-6	0	-5	8	0.1	2	8
C[C@@H]1COc2cc(Br)ccc2S(=O)(=O)N1Cc1cn(Cc2ccc(Cl)cc2)nn1	3	-3	4	-2	-1	/	/	/	/	-6
Cc1cccc(NC(=O)c2ccc([N+](=O)[O-])s2)c1C	8	3	6	8	0	1	5	-1.5	-2	4
O=C(Nc1ccccc1Cc1ccccc1)c1ccc2c(c1)SC1=NS(=O)(=O)CCN12	-16	22	11	5	6	1	-19	-1.1	0	18
CCN1CC=C2C(C1)C(c1ccc(Cl)s1)C(C#N)=C(N)C2(C#N)C#N (stereo unspecified)	9	-9	-18	0	1	-2	2	-3.5	-1	2
COc1ccc(OCC(=O)Nc2ccc3c(c2)nc(CCN2CCCCC2)n3C)cc1	1	0	-6	-6	0	10	2	0.0	8	0
COC(=O)c1ccccc1OCCCCN1CC(C)OC(C)C1 (stereo unspecified)	20	4	-2	-5	-2	5	2	-0.1	-6	0
COc1ccc(C(CNC(=O)c2cccc(S(=O)(=O)Nc3ccc(F)cc3)c2)N2CCCCC2)cc1 (stereo unspecified)	1	-4	7	-1	-3	4	-3	-1.9	-1	-11
COC(=O)c1nnn(-c2ccsc2C(=O)OC)c1C(=O)OC	-8	0	0	0	1	8	-7	-1.0	-1	0
C/C(CCc1ccccc1)=N\NC(=O)c1ccccc1	-3	-6	0	4	5	0	-1	-1.9	-1	0
Cc1ccc(S(=O)(=O)N2CCN(C3CC(=O)N(Cc4ccccc4)C3=O)CC2)cc1C (stereo unspecified)	-4	-2	0	-4	-1	-1	-11	2.2	9	-5
CCCCOC(=O)CCn1c(=S)oc2ccccc21	-8	0	-2	4	0	-8	-7	0.8	1	-1
COc1ccc2[nH]c(C(=O)Nc3ccc(C)c(F)c3)cc2c1	4	-2	5	49*	4	-1	-14	-0.3	-2	-3
FC(F)(F)c1ccc2nnc(-c3c(Cl)cccc3Cl)n2c1	-1	2	-2	3	-8	0	-11	1.4	11	-2
Cc1cccc(NC(=O)Cn2c(O)c(N=NC(=O)c3ccccc3O)c3ccccc32)c1	-2	-10	12	-13	-6	14	-1	-1.3	3	-1
c1ccc(OCCn2cnc3ccccc32)cc1	2	-1	-1	1	0	8	-3	0.8	7	0
COc1cc(C(=O)OC(C)CN2CCN(C)CC2)cc(OC)c1OC (stereo unspecified)	-2	4	1	-3	-8	1	-1	3.9	0	-2
O=C(COC(=O)c1ccc(S(=O)(=O)N2CCOCC2)cc1)NCc1ccco1	6	0	0	-8	-2	-3	0	0.5	2	-2
COc1cc(C(=O)Nc2nc(-c3ccc(Cl)cc3)c(C)s2)ccc1OCC(=O)Nc1ccc(F)cc1	-5	2	3	122*	-2	-5	-8	0.2	3	13
Oc1ccc(-c2nccc(-c3ccccn3)n2)cc1	0	-4	-1	4	10*	6	0	-3.9	7	-1

In another format: five of the compounds above
SMILES,ABHD4 inh,GC-B act,rCAG RNA binder,NR1D1 modulator,SMARCA2 activ,ASAP1 inh,HTRA1 inhibitor,PG9 Ab binder,ARFGAP1 inh,GC-A act
Cc1ccc(S(=O)(=O)CCC(=O)NCc2ccc(Cl)cc2)cc1,-2,2,-2,2,0,-1,1,0.0,0,3
COc1cc(C(=O)Nc2nc(-c3ccc(Cl)cc3)c(C)s2)ccc1OCC(=O)Nc1ccc(F)cc1,-5,2,3,122*,-2,-5,-8,0.2,3,13
CCCCOC(=O)CCn1c(=S)oc2ccccc21,-8,0,-2,4,0,-8,-7,0.8,1,-1
CCN1CC=C2C(C1)C(c1ccc(Cl)s1)C(C#N)=C(N)C2(C#N)C#N (stereo unspecified),9,-9,-18,0,1,-2,2,-3.5,-1,2
c1ccc(OCCn2cnc3ccccc32)cc1,2,-1,-1,1,0,8,-3,0.8,7,0

Next entries follow.
SMILES	ABHD4 inh	GC-B act	rCAG RNA binder	NR1D1 modulator	SMARCA2 activ	ASAP1 inh	HTRA1 inhibitor	PG9 Ab binder	ARFGAP1 inh	GC-A act
Cc1cc(C(=O)COC(=O)C2=COCCO2)c(C)n1-c1ccc2c(c1)OCO2	-6	2	-8	-1	1	-8	2	0.4	-1	4
O=C(NCCCN1CCCC1)c1ccc2c(c1)N(Cc1cccc(Cl)c1)C(=O)c1ccccc1S2(=O)=O	-9	3	15	4	-1	4	-19	-0.1	-4	-5
COCCCN(C(=S)NC(=O)C(C)(C)C)c1c(N)n(Cc2ccccc2)c(=O)[nH]c1=O	2	6	0	-1	-4	18	0	-0.7	10	-1
Cn1c(=O)c2[nH]c(CN3CCN(Cc4ccccc4)CC3)nc2n(C)c1=O	-1	-8	0	3	-2	16	2	0.2	-1	-9
CCOC(=O)C1C(=O)NC(N2CCCCC2)=NC1C(C)C (stereo unspecified)	5	2	1	6	-1	2	-2	0.1	-5	0
CN(C1=C(NC(=O)c2ccccc2)C(=O)c2ccccc2C1=O)C1CCS(=O)(=O)C1 (stereo unspecified)	10	4	3	-3	1	18	11	-7.4	7	-4
COC(=O)c1cn(-c2ccc3c(c2)[C@@]2(CC(=O)N(C)C2c2ccccc2)C(=O)N3CC(C)C)nn1 (stereo partly specified)	1	-8	-2	3	0	/	/	/	/	3
CCN(C(=O)CSc1nc2cc(Cl)ccc2c(=O)n1CC(C)C)C1CCS(=O)(=O)C1 (stereo unspecified)	4	-8	1	3	-1	-14	-5	-1.8	-9	-8
O=C(CCc1c[nH]c2ccccc12)NCCc1ccc(O)cc1	-3	2	-3	10	-3	3	-9	-2.0	2	1
C=C(C)Cn1c(Sc2nc3ccccc3[nH]2)nc2c1c(=O)[nH]c(=O)n2C	-1	-9	-2	9	-2	18	-4	-1.6	0	-10
Cc1ccc(N2C(=O)c3ccc(C(=O)N4CCN(c5cccc(C)c5C)CC4)cc3C2=O)cc1	4	3	2	2	-3	1	-2	1.0	10	3
CCOc1ccc(NC(=O)C[n+]2ccccc2)cc1	0	-3	0	2	-2	9	4	-2.9	-7	3
